# Screening data as filed in PubChem.
# FBA Mtb inh: Mtb fructose-bisphosphate aldolase inhibition; P9WQA3; purified M. tuberculosis FBA, fluorescence read-out; inhibition, % at 1 µM; 360,000 tested, 2.3% active; AID 588726; in the data active means inhibition above about 27%;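 further: 0% = vehicle and 100% = reference inhibitor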
# Target sequence (P9WQA3 whole entry, looked up): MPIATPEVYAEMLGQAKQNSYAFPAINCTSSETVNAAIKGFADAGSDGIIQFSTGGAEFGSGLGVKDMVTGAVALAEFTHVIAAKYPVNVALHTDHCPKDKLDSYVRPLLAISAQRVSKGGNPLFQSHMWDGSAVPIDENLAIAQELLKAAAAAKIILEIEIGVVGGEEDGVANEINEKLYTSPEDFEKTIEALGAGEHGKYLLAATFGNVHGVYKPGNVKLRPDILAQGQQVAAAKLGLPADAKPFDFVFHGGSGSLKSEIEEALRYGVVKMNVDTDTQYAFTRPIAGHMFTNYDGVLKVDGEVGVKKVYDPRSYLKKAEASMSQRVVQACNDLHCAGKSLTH
# Mtb BioA inh: blocks M. tuberculosis BioA enzyme activity. 360,000 tested, 0.096% active. purified M. tuberculosis BioA enzyme, plate reader. inhibition, % at 9.99 µM. AID 602481; in the data active means inhibition above about 40%; inconclusive means no clear call, values can overlap the other calls
# FadD28 binding: M. tuberculosis FadD28 bisubstrate binding inhibition; FadD28 bisubstrate probe binding, fluorescence polarization; inhibition, % at 12.5 µM; 360,000 tested, 0.22% active; in the data active means inhibition above about 8.5%, passing the limit was not always enough; inconclusive means no clear call, values can overlap the other calls
# Rv3671c inh: inhibitors of M. tuberculosis serine protease Rv3671c | P9WHR9 | inhibition, % at 5.96 µM | 320,000 tested, 0.048% active | AID 2606; in the data active means inhibition above about 38%;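 further: extracellular domain of Rv3671c used as enzyme; 0% = enzyme with DMSO and 100% = no enzyme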
# Target sequence (P9WHR9 whole entry, looked up, the tested form may be a part): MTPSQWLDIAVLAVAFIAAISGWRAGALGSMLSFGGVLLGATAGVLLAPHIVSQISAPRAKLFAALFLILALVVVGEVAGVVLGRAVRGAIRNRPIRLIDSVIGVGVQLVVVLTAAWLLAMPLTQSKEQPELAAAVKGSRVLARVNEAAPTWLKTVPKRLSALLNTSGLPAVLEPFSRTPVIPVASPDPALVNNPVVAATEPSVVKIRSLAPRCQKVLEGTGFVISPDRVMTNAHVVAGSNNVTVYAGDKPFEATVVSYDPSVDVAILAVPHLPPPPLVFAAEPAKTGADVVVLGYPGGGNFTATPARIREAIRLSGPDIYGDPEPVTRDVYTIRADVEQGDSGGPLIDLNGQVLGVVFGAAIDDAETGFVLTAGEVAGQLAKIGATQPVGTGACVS
# Mtb UGM inh: inhibitors of M. tuberculosis UDP-galactopyranose mutase | P9WIQ1 | purified UGM, fluorescence polarization probe displacement | inhibition, % at 10 µM | 320,000 tested, 0.06% active; in the data active means inhibition above about 10%, passing the limit was not always enough; inconclusive means no clear call, values can overlap the other calls
# PrPC TRFRET: inhibitors of human cell surface prion protein PrPC; TR-FRET read-out; inhibition, % at 13.8 µM; 370,000 tested, 0.43% active; AID 720596; in the data active means inhibition above about 24%; further: 0% = median of the test wells and 100% = reference compound wells
# BoNT F protease: blocks Botulinum neurotoxin F light chain protease. Multiplex microsphere protease cleavage assay, flow cytometry. 360,000 tested, 0.22% active. inhibition, % at 10 µM; in the data active means inhibition above about 35%, passing the limit was not always enough; inconclusive means no clear call, values can overlap the other calls; further: plate controls were buffer without enzyme for full effect and enzyme alone for no effect
# MazEF act: increases E. coli MazEF RNase cleavage of RNA; P0AE70; FAM/BHQ RNA-DNA oligo cleavage fluorescence, 5 h; activation, % at 20 µM; 350,000 tested, 0.32% active; in the data active means activation above about 50%
# Target sequence (P0AE70 whole entry, looked up): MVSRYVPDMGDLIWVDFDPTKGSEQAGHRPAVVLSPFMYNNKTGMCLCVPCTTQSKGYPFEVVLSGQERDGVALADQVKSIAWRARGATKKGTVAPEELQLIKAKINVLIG
# GDH-TPI counter: inhibits GDH-TPI coupling enzymes, artifact for Mtb FBA screen; GDH-TPI coupled enzyme counterscreen, NADH absorbance; inhibition, % at 4.8 µM; 360,000 tested, 1.2% active; in the data active means inhibition above about 30%;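 further: 0% = DMSO wells and 100% = wells lacking the enzyme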
# * hit, by the source's call; i = inactive; ? = inconclusive; nt = no result given.
SMILES,FBA Mtb inh,Mtb BioA inh,FadD28 binding,Rv3671c inh,Mtb UGM inh,PrPC TRFRET,BoNT F protease,MazEF act,GDH-TPI counter
COc1ccc(OC)c(C(=O)COC(=O)c2[nH]c(C)c(C(C)=O)c2C)c1,-0.7,nt,-4.2,nt,nt,13.0,-11.1,0.7,6.0
O=C(CSc1nnc(-c2ccccc2)c(-c2ccccc2)n1)Nc1ncc(Cl)cc1Cl,5.6,nt,-0.2,-24.1,0.4,-2.4,4.6,-0.5,2.2
CCOC(=O)CN(C(=O)CNC(=O)c1cccs1)C(C(=O)NC1CCCC1)c1ccncc1 (stereo unspecified),-3.5,nt,-3.9,4.8,0.4,-3.6,-3.6,4.8,5.1
COc1ccc(-n2c(=S)[nH]c3sc(-c4ccccc4)cc3c2=O)c(OC)c1,2.4,-0.8,-1.5,7.1,1.4,3.1,10.9,0.0,20.7
Cc1cccc(C(=O)NC2CCCCCCC2)c1,0.3,0.2,0.7,6.8,0.4,0.4,-12.2,2.4,-0.7
Cn1c2ccc(Br)cc2c2nnc(SCC(=O)O)nc21,-0.9,-1.4,-2.0,5.6,1.0,-13.4,?,5.5,30.8*
Cn1c(-c2ccc3c(c2)OCO3)cnc1NC(=O)CCC(=O)NCCc1ccccc1,0.2,-0.8,-3.0,0.7,-2.2,6.8,0.1,4.6,0.0
O=C1CC(NCc2ccc(F)cc2)C(=O)N1c1ccccc1 (stereo unspecified),-1.1,0.2,-5.2,4.5,-1.4,-0.5,-2.6,1.4,-0.6
CC(C)CC1NC(=S)N(C2CCCCC2)C1=O (stereo unspecified),4.5,-2.0,0.5,-7.0,0.8,-0.1,?,-5.0,4.0
CCc1ccccc1NS(=O)(=O)c1ccc(SC)cc1,1.8,1.6,-0.4,7.5,-0.5,3.4,-3.6,4.9,-2.5
COc1ccc(/C=N/NC(=O)c2cc(-c3ccc(C)cc3C)nc3ccccc23)cc1COC(C)=O,5.0,-4.5,-2.6,-32.7,1.9,-1.4,15.2,-3.3,34.7*
Fc1ccc(-c2nnc(Cc3ccc(Cl)cc3)o2)cc1,1.2,-1.9,-3.5,6.8,-0.1,2.1,-3.4,5.5,3.4
Cn1c(SCc2ccccn2)nc2c1c(=O)[nH]c(=O)n2C,-1.0,-0.7,-5.1,-5.8,4.9,16.2,8.4,-3.8,-7.9
O=c1cc(-c2c(O)c3ccccc3n(Cc3ccccc3)c2=O)[nH][nH]1,1.4,nt,-0.1,2.0,1.2,-5.6,-8.1,-4.2,2.9
Cc1c(NC(=O)CN2C(=O)NC3(CCCCC3)C2=O)c(=O)n(-c2ccccc2)n1C,4.7,0.3,-2.8,-5.5,0.9,0.2,-7.5,-21.3,-4.9
CC(=O)c1cccc(NC(=O)N2CCC(NC(=O)C34CC5CC(CC(C5)C3)C4)CC2)c1,2.5,-1.1,0.9,-2.2,1.7,2.4,0.8,3.0,1.2
Cc1ccc(C(=O)N[C@H](C(=O)OCC(=O)Nc2cccc(S(N)(=O)=O)c2)C(C)C)cc1,0.7,-0.3,-1.3,4.7,0.8,3.0,2.1,9.4,7.2
COc1cccc(C(=O)NCC(=O)N/N=C/c2cccs2)c1,-4.4,nt,-1.9,4.5,-1.9,2.7,-1.5,2.0,-0.7
O=C1S/C(=C\c2ccc(N3CCOCC3)o2)C(=O)N1c1ccccc1,1.9,nt,-0.2,-2.3,1.0,-0.1,-2.7,i,3.8
CC(C)OC(=O)c1cc(-c2ccc(C=O)o2)ccc1Cl,-5.1,nt,-5.1,-5.7,1.2,9.3,0.1,10.1,24.8

# Retrieved one by one from the entries so far, four records:
SMILES,FBA Mtb inh,Mtb BioA inh,FadD28 binding,Rv3671c inh,Mtb UGM inh,PrPC TRFRET,BoNT F protease,MazEF act,GDH-TPI counter
O=C1S/C(=C\c2ccc(N3CCOCC3)o2)C(=O)N1c1ccccc1,1.9,nt,-0.2,-2.3,1.0,-0.1,-2.7,i,3.8
O=c1cc(-c2c(O)c3ccccc3n(Cc3ccccc3)c2=O)[nH][nH]1,1.4,nt,-0.1,2.0,1.2,-5.6,-8.1,-4.2,2.9
CC(C)OC(=O)c1cc(-c2ccc(C=O)o2)ccc1Cl,-5.1,nt,-5.1,-5.7,1.2,9.3,0.1,10.1,24.8
Fc1ccc(-c2nnc(Cc3ccc(Cl)cc3)o2)cc1,1.2,-1.9,-3.5,6.8,-0.1,2.1,-3.4,5.5,3.4

# Next section.
SMILES,FBA Mtb inh,Mtb BioA inh,FadD28 binding,Rv3671c inh,Mtb UGM inh,PrPC TRFRET,BoNT F protease,MazEF act,GDH-TPI counter
Cc1ccccc1-c1cccc([C@@H]2C[C@H]3C(CN2)CON3C)c1 (stereo partly specified),1.1,-1.1,-0.8,nt,nt,-2.6,-11.7,1.7,7.3
COc1cc(C(F)(F)F)c(C(=O)N(C)Cc2ccc(Cl)c(Cl)c2)cn1,3.5,1.9,1.6,1.6,-1.0,1.7,nt,10.3,-18.6
Nn1c(SCC(=O)Nc2nccs2)nncc1=O,-2.0,nt,0.0,1.2,0.8,3.0,-2.2,10.3,-1.9
O=C(Cc1ccc(S(=O)(=O)N2CCOCC2)s1)NCC1CCCCC1,0.2,-3.0,1.1,-4.1,-1.2,7.8,3.3,3.2,7.6
COc1ccc(C(=O)C(C)OC(=O)c2nc3nccc(C)n3n2)cc1 (stereo unspecified),-0.4,-0.4,-0.9,1.5,1.0,-1.5,-7.9,3.1,4.2
Clc1ccccc1N1CCN(c2ncnc3nc[nH]c23)CC1,-2.7,0.8,-2.9,-6.0,1.2,0.9,-6.0,7.6,-0.9
Cc1c(Cl)cccc1NC(=O)CCC(=O)N/N=C/c1ccco1,-2.5,-3.1,-2.5,nt,2.7,-8.0,-6.8,1.9,0.3
CCOC(=O)c1c(C)[nH]c(C)c1S(=O)(=O)NCC1CCN(Cc2ccc(C)cc2)CC1,-2.5,nt,-3.4,2.2,0.3,-9.2,-10.4,7.9,-5.7
CN(C)c1ncc(S(=O)(=O)c2ccc(Cl)cc2)c(-c2ccc(Cl)cc2Cl)n1,3.9,-1.3,0.4,-5.0,0.1,7.1,-2.1,-1.2,8.0
O=C(NCC1CCCO1)c1ccc(NC(=O)c2cccc([N+](=O)[O-])c2)cc1 (stereo unspecified),-0.3,-1.0,0.0,-14.1,1.7,-14.5,-26.8,7.1,9.4
O=c1oc(-c2ccco2)nc2sc3c(c12)CCCCC3,-0.7,-1.4,-0.6,3.1,-0.5,-4.8,-4.0,3.5,6.1
CS(=O)(=O)N(CC(=O)N1CCCC1)Cc1ccccc1,1.1,nt,-0.1,7.5,-1.4,-1.3,0.3,-4.4,-2.2
CCN(CC)CC(O)COC(c1ccccc1)c1ccccc1 (stereo unspecified),3.0,-0.8,-0.5,-2.3,0.6,-5.2,-4.2,9.0,-6.3
Cc1cccc(NC(=O)CCC(=O)N/N=C/c2ccco2)c1,0.8,nt,0.2,-3.4,-1.4,5.3,-1.8,6.2,8.6
COc1ccc(NS(=O)(=O)c2cccc(C(=O)NNC(=O)c3ccc(C)o3)c2)cc1,-0.3,1.3,-1.6,6.0,-0.9,-0.5,nt,7.3,3.2
CC(C)SCCCCOc1ccc2ccccc2c1,3.3,0.6,-0.9,3.0,2.7,-4.0,-1.2,-2.7,11.7
CCCc1cc(=O)[nH]c(SCC(=O)Nc2sc3c(c2C#N)CCCC3)n1,4.1,3.5,1.8,-3.5,3.6,6.3,3.6,-4.1,10.9
Cc1ccc2c(c1)cc(C)c1nnc(SCC(=O)NCc3ccco3)n12,1.8,nt,0.5,-10.5,0.9,-2.4,-2.7,3.4,10.0
CCc1nnc(NC(=O)CSc2nnc(CNc3ccc(OC)cc3)n2C)s1,-1.3,-0.9,-1.1,-5.5,1.5,6.2,0.1,7.4,-2.9
O=C(NNC(=O)c1ccc(O)cc1O)c1ccc(Cl)cc1,-0.6,nt,-0.9,-0.1,-0.8,8.0,15.0,0.6,5.1
O=C(Cn1cc(C(=O)c2ccccc2F)c2ccccc21)NC1CC1,-0.8,nt,-3.1,-1.2,0.2,-0.2,-1.7,4.5,6.9
CC(NC(=S)NC1CCCCC1)c1ccccc1 (stereo unspecified),2.9,-0.4,0.8,-3.2,0.9,2.5,-34.3,2.2,4.6
COc1ccc(CC(=O)Nc2ccc(-c3nc4cc(C)ccc4o3)c(O)c2)cc1OC,6.2,-2.7,-1.0,0.2,-0.5,5.2,-15.6,-39.7,28.2
COCCNC(=O)C(c1ccc(F)cc1)N(CC1CCCO1)C(=O)CCC(=O)Nc1ccccn1 (stereo unspecified),0.3,nt,-2.0,nt,nt,-4.2,-9.2,3.1,4.2
CC1=C(O)C(=O)C=C2C1=CC=C1C2(C)CCC2(C)C3CC(C)(C(=O)O)CCC3(C)CCC12C (stereo unspecified),-3.2,nt,-2.0,nt,nt,62.2*,-7.8,-7.5,5.0
O=S(=O)(/C(=C\c1ccc(C(F)(F)F)cc1)c1nc2ccccc2[nH]1)c1ccccc1,1.6,nt,-2.5,nt,nt,nt,-25.7,-1.7,7.8
CN(c1ccccc1)S(=O)(=O)c1cccc(C(=O)Nc2nccs2)c1,4.1,nt,-1.6,0.1,0.3,25.8*,-0.2,-33.0,7.5
Cc1c(Cl)cnc(NC(=O)COC(=O)c2cccc(S(=O)(=O)N3CCOCC3)c2)c1Cl,-1.8,-0.3,-3.3,nt,nt,1.2,-1.1,-5.5,0.0
CC(=O)c1ccc(-c2ccccc2)cc1,-1.0,11.2,-0.4,2.2,-1.2,-1.0,-0.9,1.8,8.7
Cc1ccccc1Oc1nc2c(C)cccn2c(=O)c1/C=C(\C#N)C(=O)Nc1c(C)n(C)n(-c2ccccc2)c1=O,-1.9,nt,-3.1,2.7,-0.4,-12.2,-3.4,2.0,12.6
Cc1ccc(S(=O)(=O)NN=C2CC3CCC2(C)C3(C)C)cc1 (stereo unspecified),2.8,-0.6,-1.2,nt,nt,0.7,-2.1,-1.2,5.2
NC(CSC1(c2ccc(F)cc2)c2ccccc2-c2ccccc21)C(=O)O (stereo unspecified),-1.0,nt,-7.5,nt,nt,1.3,-5.5,-10.4,6.7
CCOC(=O)c1n[nH]n(-c2cc(Cl)cc(Cl)c2)c1=O,2.3,-0.9,0.0,-1.1,0.8,-5.7,2.5,-2.8,-2.2
CCn1cc(C(=O)N[C@H](C(=O)O)C(C)C)c(=O)c2cc3c(cc21)OCO3,10.2,-2.2,-4.0,0.2,4.5,-7.9,-17.9,2.0,7.8
S=C(Nc1cc(Cl)cc(Cl)c1)NC1CCN(Cc2ccccc2)CC1,2.1,-2.6,-4.2,nt,-0.7,-9.9,-5.1,22.6,-6.6
Cc1nc(N2CCN(C(=O)c3ccco3)CC2)c2c3c(sc2n1)CCC3,-0.3,20.4,-1.5,1.3,2.0,-3.5,4.9,7.1,0.8
Cc1ccc(C)c(-c2ccc(=O)n(Cc3cccc(Br)c3)n2)c1,0.8,-2.6,-2.0,-5.8,3.2,-4.9,13.2,-2.8,3.2
COc1cc(/C=N/n2c(C3CCCCC3)n[nH]c2=S)ccc1O,2.6,2.1,-1.4,nt,-0.4,-1.2,-7.9,-13.0,17.2
Cc1ccc(C(=O)Nc2ccc3c(c2)OCCO3)c(Cl)c1,-0.2,0.5,0.4,10.5,0.5,-0.5,-13.3,-3.7,1.5
COc1ccc(OC)c(-n2c(SCC(N)=O)nnc2-c2c[nH]c3ccccc23)c1,-0.5,3.6,-0.2,-0.8,2.0,3.1,-3.4,5.0,10.1
Cc1cc(C)n(-c2ccc(C(=O)Nc3cccnc3Cl)cc2)n1,-5.1,nt,-0.7,-4.1,-0.1,2.1,-2.3,4.0,3.5
CN1CCN(c2ccc(NC(=O)CSc3nnnn3-c3ccccc3Cl)cc2)CC1,-2.2,-0.9,-1.1,4.3,-2.0,-10.2,0.4,-2.9,3.1
CCCN(CCC)CCOc1cc(C)ccc1C(C)C,1.9,nt,-0.8,2.3,-2.2,0.4,-2.2,3.0,8.9
O=C(Cc1c[nH]c2ccccc12)NCc1ccc(Cl)cc1,-0.1,1.3,-2.5,-3.8,-1.0,0.5,-6.0,0.2,-4.7
Cn1c(=NC(=O)c2ccco2)sc2ccccc21,-0.6,nt,-3.8,-3.6,3.0,-6.9,1.4,7.4,33.5*
COc1ccc(Cc2nnnn2CC(=O)O)cc1,0.1,-0.6,-2.7,8.9,0.0,-3.6,2.9,8.5,0.6

# Rows were taken by chance; any-hit rate near 4.8%.
